Compound activity: PubChem BioAssay, several laboratories
NCOA2 inhibitor = inhibition of GAL4-SRC2 driven luciferase reporter, primary screen, SRC2 inhibitor project, cell-based, luminescence; 0.17% of 370,000 active; inhibition, % at 9 µM; HEK293 GAL4-SRC2 luciferase reporter; AID 651957, 2012;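 active means inhibition above the mean inhibition of all tested compounds plus 3 SD, set per campaign, cut at about 52% in these data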;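 further: 0% = DMSO treated cells and 100% = cells given Gossypol at 36 µM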
NCOA3 inh = SRC3 coactivator transcriptional activity inhibitors, primary screen, cell-based, luminescence; Nuclear receptor coactivator 3 (Homo sapiens), Q9Y6Q9; HEK293 GAL4-SRC3 luciferase reporter; inhibition, % at 3.6 µM; 0.17% of 360,000 active;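 active means inhibition above a per-campaign cutoff, the mean of all compounds plus 3 SD, cut at about 60% in these data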;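 further: 0% = DMSO-treated cells and 100% = gossypol-treated cells at 36 µM; higher means less SRC3-driven luciferase light from the GAL4 reporter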
TWEAK Fn14 block = inhibitors of TWEAK-Fn14 signaling, primary screen, luciferase reporter cells, uHTS; TWEAK-stimulated Fn14 reporter cells, luciferase luminescence, 8 h; 2% of 360,000 active; inhibition, % at 10 µM; AID 1159606, 2016; in the data active means inhibition above about 50%
ABHD5-PLIN5 inh = ABHD5-PLIN5 interaction inhibitors, primary screen, cell lysate, split luciferase complementation, luminescence; Perilipin-5 (Homo sapiens) + 1-acylglycerol-3-phosphate O-acyltransferase ABHD5 (Homo …; Split G. princeps luciferase complementation, 4 h; inhibition, % at 4 µM; 0.78% of 360,000 active; AID 602281, 2012;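 active means inhibition above the mean inhibition across every tested compound plus 3 SD, cut at about 22% in these data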;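 further: 0% = DMSO only wells and the 100% control is not disclosed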
TLR9-MyD88 block = inhibitors of TLR9-MyD88 association in cells, primary screen, cell-based, CHO, BLA complementation, fluorescence; Toll-like receptor 9 (Homo sapiens) + Myeloid differentiation primary response protein …; CCF4 FRET ratio; inhibition, % at 4.98 µM; 0.21% of 340,000 active;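 active means inhibition above the mean over all tested compounds plus 3 SD, cut at about 21% in these data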;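 further: 0% = DMSO only wells and 100% = clavulanate BLA inhibitor control wells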
LRH-1 inv ag = LRH-1 (NR5A2) inverse agonists, primary screen, cell-based, luminescence, HEK293T, StAR-luciferase reporter; Nuclear receptor subfamily 5 group A member 2 (Homo sapiens), O00482; LRH-1 transfected, 24 h; inhibition, % at 3.6 µM; 0.13% of 360,000 active;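 active means inhibition above the mean inhibition of all tested compounds plus 3 SD, cut at about 73% in these data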;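 further: 0% = DMSO wells and 100% = reporter-only cells lacking LRH-1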
NR2F2 inh = NR2F2 transcriptional activity inhibitors, primary screen, cell-based, luciferase reporter, HEK293T, luminescence. HEK293T NGFI-A luciferase reporter. 0.7% of 370,000 active. inhibition, % at 8.6 µM. COUP transcription factor 2 (Homo sapiens), P24468;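 active means inhibition above a per-plate cutoff, mean inhibition of test wells between control levels plus 3 SD, cut at about 38% in these data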;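 further: cells cotransfected with COUP-TFII expression vector driving the NGFI-A reporter; 0% = median of COUP-TF2 test wells and 100% = reporter-only cells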
NOD2-RIPK2 inh = NOD2-RIPK2 binding disruptors in cells, primary screen, fluorescence, CHO cells, BLA complementation | AID 624267, 2012 | inhibition, % at 4.98 µM | 0.38% of 360,000 active | CCF4 ratio; in the data active means inhibition above about 21%;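 further: 0% = vehicle only and 100% = reference blocker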
TROY signal inh = inhibitors of TROY-driven NF-kB signaling, primary screen, Q293 LMP1-TROYcd cells, NF-kB luciferase, uHTS. inhibition, % at 10 µM. Q293 LMP1-TROYcd NF-kB luciferase reporter, 4 h. 0.98% of 360,000 active;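 active means compounds whose plate-normalised and pattern-corrected inhibition of the luciferase reporter signal at the single screening dose is 50% or more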
SRC1 inh = SRC1 coactivator transcriptional activity inhibitors, primary screen, cell-based, luminescence; HEK293 GAL4-SRC1 luciferase reporter; inhibition, % at 3.6 µM; 0.12% of 360,000 active; AID 588354, 2011;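 active means inhibition above the campaign mean plus 3 SD, with each screening campaign given its own cutoff, cut at about 60% in these data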;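 further: 0% = DMSO treated cells and 100% = gossypol at 36 µM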
Target sequence (Q15788 whole entry, looked up, the tested form may be a part): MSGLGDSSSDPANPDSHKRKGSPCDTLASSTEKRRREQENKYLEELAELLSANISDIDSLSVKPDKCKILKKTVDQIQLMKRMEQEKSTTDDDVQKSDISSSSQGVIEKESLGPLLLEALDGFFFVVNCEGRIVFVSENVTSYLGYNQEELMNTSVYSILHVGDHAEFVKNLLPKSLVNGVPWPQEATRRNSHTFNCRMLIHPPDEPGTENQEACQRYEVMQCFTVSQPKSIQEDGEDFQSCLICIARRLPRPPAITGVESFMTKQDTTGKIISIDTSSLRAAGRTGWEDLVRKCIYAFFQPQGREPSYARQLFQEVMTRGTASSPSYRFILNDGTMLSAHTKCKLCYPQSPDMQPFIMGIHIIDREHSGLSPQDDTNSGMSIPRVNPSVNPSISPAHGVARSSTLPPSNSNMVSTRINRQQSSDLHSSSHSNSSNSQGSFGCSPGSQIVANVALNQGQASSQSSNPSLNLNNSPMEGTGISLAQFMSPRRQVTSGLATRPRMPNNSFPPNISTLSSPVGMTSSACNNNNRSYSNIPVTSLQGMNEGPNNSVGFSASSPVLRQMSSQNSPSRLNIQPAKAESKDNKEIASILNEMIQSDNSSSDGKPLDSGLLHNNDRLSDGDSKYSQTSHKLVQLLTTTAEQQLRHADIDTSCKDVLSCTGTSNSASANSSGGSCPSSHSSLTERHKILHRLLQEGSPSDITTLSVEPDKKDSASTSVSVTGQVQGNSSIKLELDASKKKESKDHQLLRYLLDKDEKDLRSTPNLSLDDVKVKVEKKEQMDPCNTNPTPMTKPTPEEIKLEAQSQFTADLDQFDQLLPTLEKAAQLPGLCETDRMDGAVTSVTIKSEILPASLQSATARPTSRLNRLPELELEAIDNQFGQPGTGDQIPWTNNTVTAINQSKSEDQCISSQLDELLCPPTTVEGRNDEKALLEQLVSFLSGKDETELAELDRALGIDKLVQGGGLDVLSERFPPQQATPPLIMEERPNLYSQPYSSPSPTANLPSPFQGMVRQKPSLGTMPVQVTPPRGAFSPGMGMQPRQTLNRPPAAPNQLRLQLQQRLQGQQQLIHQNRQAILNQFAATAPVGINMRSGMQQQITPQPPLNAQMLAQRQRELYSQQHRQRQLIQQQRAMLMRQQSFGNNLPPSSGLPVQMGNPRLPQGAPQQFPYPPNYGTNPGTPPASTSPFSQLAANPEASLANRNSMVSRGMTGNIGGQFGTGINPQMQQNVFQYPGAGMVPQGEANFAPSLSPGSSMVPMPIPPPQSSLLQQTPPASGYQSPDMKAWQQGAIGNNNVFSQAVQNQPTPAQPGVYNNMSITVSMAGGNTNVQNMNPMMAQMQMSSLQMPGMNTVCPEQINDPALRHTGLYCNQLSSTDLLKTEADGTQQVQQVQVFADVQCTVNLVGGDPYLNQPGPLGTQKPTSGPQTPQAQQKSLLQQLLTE
Granule exo inh = LAMP-1 surface exposure blockers, TALL-104 cells – cell-based, flow cytometry, MLPCN library, primary screen; 0.66% of 360,000 active; TALL-104 LAMP-1 surface exposure; cells stimulated with thapsigargin and PMA; inhibition, % at 10 µM;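 active means inhibition above about 55%, limit read from the data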
An asterisk follows results filed as active; . = not tested or not shown. These rows are one share of the data, so the mix of outcomes need not match the whole.

entry	SMILES	NCOA2 inhibitor	NCOA3 inh	TWEAK Fn14 block	ABHD5-PLIN5 inh	TLR9-MyD88 block	LRH-1 inv ag	NR2F2 inh	NOD2-RIPK2 inh	TROY signal inh	SRC1 inh	Granule exo inh
1	CCOC(=O)c1c(C)[nH]c(C(=O)OCCOc2ccccc2C)c1C	-62	-65	27	-8	2	-77	-25	-2	55*	-90	-2
2	Cc1cc(CN(C)C(=O)c2cc(COc3ccc4ncccc4c3)on2)on1	8	17	27	-2	1	22	55*	-5	1	-5	25
3	COc1cc(NC(=O)c2cc(-c3ccco3)on2)cc(OC)c1OC	-27	-6	-12	6	15	-24	-5	8	-5	3	-6
4	Oc1c(C(Nc2cccc(C(F)(F)F)c2)c2ccncc2)ccc2cccnc12 (stereo unspecified)	-1	20	52*	4	-6	20	12	4	-28	-60	2
5	O=C(Oc1cccc([N+](=O)[O-])c1)c1cc(-c2ccccc2)nc2ccccc12	17	-4	9	1	-2	8	-18	1	-4	4	1
6	CCOc1ccccc1CN1CCC(n2nccc2NC(=O)CCCc2ccccc2)CC1	29	5	-36	0	3	10	1	2	6	-9	1
7	O=C(NCCCN1CCCC1=O)c1ccc(OC(F)(F)F)cc1	-5	5	13	7	1	-3	-15	-5	-15	-10	-1
8	CCc1ccc(/C=C2/C(=O)NC(=O)N2C(C)=O)cc1	-47	-49	2	1	12	-48	-7	-3	-43	-16	-8
9	O=C(Nc1ccccc1N1CCCC1)c1cc(S(=O)(=O)N2CCOCC2)ccc1Cl	0	-11	-2	3	3	-10	-1	-3	-9	2	2
10	CCOC(=O)c1c(NC(=S)NC(=O)c2ccc(Cn3cc(Cl)cn3)o2)sc2c1CCCCC2	15	-5	-17	0	-3	-6	-3	1	8	-5	0
11	COc1cc(/C=C/CNC[C@H]2O[C@@H](n3ccc(N)nc3=O)[C@H](O)[C@@H]2O)ccc1O	-16	0	-19	-1	10	-11	15	-5	2	9	4
12	Cc1cc(N(C(=O)c2ccco2)C(C(=O)NC2CCCCC2)c2ccccc2)ccc1-n1cnnn1 (stereo unspecified)	16	-9	10	7	2	2	-11	-4	-2	6	-4
13	O=C(NC1CCCCC1)c1ccc2ccccc2c1O	-100	-251	-110	-11	1	-225	-75	-25	-67	-146	-5
14	Cc1cc(C(=O)NN=Cc2ccc(OC(=O)c3ccco3)cc2)c(C)o1	-70	7	-28	-3	0	5	-20	0	-32	-27	6
15	O=C(NCCCN1CCN(c2cccc(Cl)c2)CC1)C1CCC(=O)N1Cc1ccccc1Cl (stereo unspecified)	7	9	-11	5	-9	-3	15	2	36	-8	2

Part of the list above, with values under each structure:
Screens in order – NCOA2 inhibitor, NCOA3 inh, TWEAK Fn14 block, ABHD5-PLIN5 inh, TLR9-MyD88 block, LRH-1 inv ag, NR2F2 inh, NOD2-RIPK2 inh, TROY signal inh, SRC1 inh, Granule exo inh
6	CCOc1ccccc1CN1CCC(n2nccc2NC(=O)CCCc2ccccc2)CC1
→ 29, 5, -36, 0, 3, 10, 1, 2, 6, -9, 1
7	O=C(NCCCN1CCCC1=O)c1ccc(OC(F)(F)F)cc1
→ -5, 5, 13, 7, 1, -3, -15, -5, -15, -10, -1
8	CCc1ccc(/C=C2/C(=O)NC(=O)N2C(C)=O)cc1
→ -47, -49, 2, 1, 12, -48, -7, -3, -43, -16, -8
9	O=C(Nc1ccccc1N1CCCC1)c1cc(S(=O)(=O)N2CCOCC2)ccc1Cl
→ 0, -11, -2, 3, 3, -10, -1, -3, -9, 2, 2
10	CCOC(=O)c1c(NC(=S)NC(=O)c2ccc(Cn3cc(Cl)cn3)o2)sc2c1CCCCC2
→ 15, -5, -17, 0, -3, -6, -3, 1, 8, -5, 0
11	COc1cc(/C=C/CNC[C@H]2O[C@@H](n3ccc(N)nc3=O)[C@H](O)[C@@H]2O)ccc1O
→ -16, 0, -19, -1, 10, -11, 15, -5, 2, 9, 4
12	Cc1cc(N(C(=O)c2ccco2)C(C(=O)NC2CCCCC2)c2ccccc2)ccc1-n1cnnn1 (stereo unspecified)
→ 16, -9, 10, 7, 2, 2, -11, -4, -2, 6, -4
13	O=C(NC1CCCCC1)c1ccc2ccccc2c1O
→ -100, -251, -110, -11, 1, -225, -75, -25, -67, -146, -5
14	Cc1cc(C(=O)NN=Cc2ccc(OC(=O)c3ccco3)cc2)c(C)o1
→ -70, 7, -28, -3, 0, 5, -20, 0, -32, -27, 6
15	O=C(NCCCN1CCN(c2cccc(Cl)c2)CC1)C1CCC(=O)N1Cc1ccccc1Cl (stereo unspecified)
→ 7, 9, -11, 5, -9, -3, 15, 2, 36, -8, 2

Following part
entry	SMILES	NCOA2 inhibitor	NCOA3 inh	TWEAK Fn14 block	ABHD5-PLIN5 inh	TLR9-MyD88 block	LRH-1 inv ag	NR2F2 inh	NOD2-RIPK2 inh	TROY signal inh	SRC1 inh	Granule exo inh
16	CC1(C)C(=O)N(c2ccccc2F)C(=O)c2ccccc21	13	-24	-1	8	-5	-9	8	0	10	-15	0
17	CCOC(=O)c1cnn(-c2ccccc2)c1NC(=O)c1ccccc1C	16	-21	2	-1	-2	7	2	-1	-7	3	-1
18	O=C(O)CCCCCNc1ncnc2ccc(Br)cc12	3	14	3	7	2	1	10	-3	-1	3	0
19	Cc1ccc(NC(=O)COc2ccc(-n3ccnc3)cc2)cc1Cl	3	14	45	-1	3	-9	11	-2	36	-16	-2
20	C=CCNC(=O)c1cc2c(C(F)(F)F)nn(C)c2s1	0	-16	13	0	-7	12	-8	-13	-5	-10	2
21	COc1ccc(/C=N/N2CCOCC2)cc1O	-22	-1	-16	-2	1	12	-4	-12	-28	-15	-2
22	COc1cccc(S(=O)(=O)N(C)C[C@H]2OCc3cn(nn3)CCCC(=O)N([C@H](C)CO)C[C@@H]2C)c1	0	3	2	-4	-3	2	-13	9	-20	7	0
23	Cc1ccc(-c2cc(C(=O)Nc3cc(C)ccc3C)[nH]n2)c(O)c1	-51	-15	-17	2	10	-76	-25	3	-18	-17	-2
24	Cc1ccc(N(CC(=O)N2CCCCCC2)S(C)(=O)=O)c(C)c1	11	-4	10	3	8	24	-13	4	15	4	-10
25	CSc1nc2c(c(=O)[nH]c(=O)n2C)n1Cc1ccccc1	16	5	7	-5	-12	-16	-12	6	-19	-24	-3
26	O=C(c1cncc(Br)c1)N1CCN(S(=O)(=O)c2ccc(Cl)cc2)CC1	-12	2	17	6	2	-6	18	4	0	0	-6
27	CCn1c(COc2ccc(C)cc2)nnc1SCC(=O)Nc1cc(OC)ccc1OC	13	17	-2	5	-4	20	22	-2	-2	-13	3
28	S=C(NCc1cccnc1)NCc1cccnc1	-18	13	3	-1	4	-5	5	-3	1	-9	0
29	C/C(=N\NC(N)=O)c1ccccc1Cl	-18	7	0	0	-3	1	10	0	8	-36	-9
30	CC(C)[C@H](NC(=O)NC1CCCC1)C(=O)O	-7	4	2	0	3	12	3	-4	3	9	-1

Part of the list above, with two lines to a compound.
Fields – NCOA2 inhibitor | NCOA3 inh | TWEAK Fn14 block | ABHD5-PLIN5 inh | TLR9-MyD88 block | LRH-1 inv ag | NR2F2 inh | NOD2-RIPK2 inh | TROY signal inh | SRC1 inh | Granule exo inh
26. O=C(c1cncc(Br)c1)N1CCN(S(=O)(=O)c2ccc(Cl)cc2)CC1
 : -12 | 2 | 17 | 6 | 2 | -6 | 18 | 4 | 0 | 0 | -6
27. CCn1c(COc2ccc(C)cc2)nnc1SCC(=O)Nc1cc(OC)ccc1OC
 : 13 | 17 | -2 | 5 | -4 | 20 | 22 | -2 | -2 | -13 | 3

Later entries
entry	SMILES	NCOA2 inhibitor	NCOA3 inh	TWEAK Fn14 block	ABHD5-PLIN5 inh	TLR9-MyD88 block	LRH-1 inv ag	NR2F2 inh	NOD2-RIPK2 inh	TROY signal inh	SRC1 inh	Granule exo inh
31	O=C1c2ccccc2-c2ccccc2NC1O (stereo unspecified)	-14	7	9	3	-1	18	-7	-5	7	3	9
32	CC(=O)NC(Cc1ccc(F)cc1)C(=O)N1CCN(C(=O)NCc2ccccc2)CC1 (stereo unspecified)	-41	-14	-12	2	2	8	-28	-4	4	1	-1
33	CC(=O)NC1CCCc2c1cnn2-c1ccc(C(C)(C)C)cc1 (stereo unspecified)	-17	1	-3	6	4	-7	14	3	-15	6	-8
34	O=C(COCc1cc(-c2ccc3c(c2)OCO3)on1)N1CCN(c2cccc(C(F)(F)F)c2)CC1	-19	13	-8	-3	4	17	10	10	30	-7	-1
35	CC(C)C[C@H]1COc2cc(N3CC[C@@H](O)C3)ccc2S(=O)(=O)N1	3	.	18	3	.	3	12	-2	-17	.	-7
36	COc1ccc(C2(C)ON(c3ccccc3C(F)(F)F)C2=O)cc1 (stereo unspecified)	-8	9	-8	-2	-3	-2	2	1	-8	-7	-2
37	N#Cc1ccc(OCC(=O)N/N=C2\CCc3ccccc32)cc1	4	-2	-21	5	-2	0	-9	-1	11	-1	2
38	CCOC(=O)c1ccc(NC(=S)N(CCN(C)C)Cc2cccs2)cc1	-31	-46	-64	2	6	-62	-19	3	11	-30	9
39	C[C@@H]1CN([C@@H](C)CO)C(=O)CCCn2nncc2CO[C@H]1CN(C)S(=O)(=O)c1ccc(F)cc1	-12	10	-8	-2	2	12	2	2	3	4	-6
40	CCOc1ccc(NC(=O)CSc2nc(C)c3c(c2C#N)CCCC3)cc1	-12	-2	-37	-2	-2	30	-4	-3	-1	11	-4
41	CCOC(=O)CN1C(=O)CSc2ccc(S(=O)(=O)N3CCCC3)cc21	-16	21	3	5	-4	-4	-1	1	7	0	4
